# GLP-1R inv ag: qHTS of GLP-1 Receptor Inverse Agonists (Inhibition Mode); Glucagon-like peptide 1 receptor (Homo sapiens), P43220; HEK293 GLP-1R CRE-luciferase, luminescence, 24 h; GLP-1R form is constitutively active; Potency, µM (doses to about 38.3 µM), for the others: at the highest dose activity change, negative = inhibition, hits mostly inhibitors; 410,000 compounds, 1.6% hits; AID 624417, 2012; further: potency means the concentration at half of the fitted maximal effect; on the % scale 0 is the no-effect control and ±100 the full control effect; nearly all actives have a fitted effect of over 55% in size
#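 Inverse agonists were sought by their lowering of basal cAMP reporter luciferase output in HEK293 cells stably carrying constitutively active human GLP-1R, after 24 h compound treatment.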
# TDP-43 yeast inh: qHTS of TDP-43 Inhibitors; 410,000 compounds, 1.8% hits; Potency, µM (highest dose often 46.1 µM), for inactives: at the highest dose growth rescue (activation), hits mostly activators; TDP-43 expressing yeast growth rescue, BacTiter-Glo, 24 h; AID 652104, 2013; further: potency means the concentration at half of the fitted maximal effect; % of control where 0% means no effect; nearly all actives have a fitted effect of over 50% in size
#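 Yeast cells expressing TDP-43 under galactose induction are exposed to compounds for 24 hr at 30 deg C. BacTiter-Glo luminescence measures growth, so protective compounds score as activators.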
# aSyn yeast inh: qHTS of alpha-syn Inhibitors; Yeast expressing alpha-synuclein, growth rescue, BacTiter-Glo, 24 h; Potency, µM (top dose mostly 46.1 µM), for inactives: at the top dose growth rescue (activation), usual class: activators; 370,000 compounds, 0.14% hits; AID 652106, 2013; further: potency means the concentration at half of the fitted maximal effect; % of control where 0% means no effect; nearly all actives have a fitted effect of over 65% in size
#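 Screening used galactose-induced yeast with toxic alpha-synuclein levels, exposed to compound for 24 hr at 30 deg C. Cell growth, read with BacTiter-Glo luminescence, gave the measured signal.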
# PTHR1 ag: qHTS for PTHR1 Agonists: Primary Screen; AID 743266, 2014; 410,000 compounds, 0.075% hits; Potency, µM (titrated, usually from 115 µM), without a hit: at the top dose activation, usual class: activators; Parathyroid hormone/parathyroid hormone-related peptide receptor (Homo sapiens), Q03431; HEK293 GP2 PTHR1 cells, GloSensor cAMP luminescence, 1 h; further: potency means the concentration at half of the fitted maximal effect; nearly all actives have a fitted effect of over 55% in size; some results filed as inactive show a strong effect at the top dose; inactives centre near -15; many of its hits are not listed in these tables
# Target sequence (Q03431 whole entry, looked up): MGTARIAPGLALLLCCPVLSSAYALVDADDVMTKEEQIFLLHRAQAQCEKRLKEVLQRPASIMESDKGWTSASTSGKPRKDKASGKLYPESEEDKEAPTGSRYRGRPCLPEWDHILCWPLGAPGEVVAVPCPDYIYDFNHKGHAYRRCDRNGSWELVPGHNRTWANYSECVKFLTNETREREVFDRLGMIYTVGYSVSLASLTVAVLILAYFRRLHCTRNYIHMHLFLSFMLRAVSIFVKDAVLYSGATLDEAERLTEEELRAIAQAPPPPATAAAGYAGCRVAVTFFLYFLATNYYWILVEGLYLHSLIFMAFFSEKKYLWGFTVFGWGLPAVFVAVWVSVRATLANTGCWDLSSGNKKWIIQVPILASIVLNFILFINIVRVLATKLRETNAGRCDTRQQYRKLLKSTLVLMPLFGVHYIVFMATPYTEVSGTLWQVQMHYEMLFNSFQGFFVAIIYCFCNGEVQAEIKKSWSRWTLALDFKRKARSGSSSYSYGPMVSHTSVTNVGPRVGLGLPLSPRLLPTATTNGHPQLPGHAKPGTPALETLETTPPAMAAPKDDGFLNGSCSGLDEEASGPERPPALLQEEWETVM
#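 HEK-293-derived GP2 cells expressing PTHR1 and a GloSensor cAMP reporter, 3,000/well, plated overnight, given luciferin plus IBMX (each 0.5 mM as added) for 1 h at 37 °C, then compound for 1 h at 37 °C. Luminescence was read after 15 min at room temperature.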
# KB-V1 cytotox: qHTS assay for MDR1-selective chemotherapeutics: Primary screen using the drug-selected MDR subline cells KB-V1; KB-V1 MDR cells viability, CellTiter-Glo, 72 h; Potency, µM (titrated, usually from 46.1 µM), without a hit: top-dose activity change, negative = cytotoxicity, actives largely listed as cytotoxic; 400,000 compounds, 3.4% hits; AID 1347076, 2019; further: potency means the concentration at half of the fitted maximal effect; on the % scale 0 is the no-effect control and ±100 the full control effect; nearly all actives have a fitted effect of over 60% in size
#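 KB-V1 cells (P-gp-expressing MDR subline of KB-3-1) in phenol-red-free DMEM with 10% FBS were exposed to library compounds over a concentration series for 72 h at 37 degrees C. Viability read by CellTiter-Glo luminescence; concentration-effect curves fitted after normalization.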
# GLP1R ag: qHTS of GLP-1 Receptor Agonists; 380,000 compounds, 0.007% hits; HEK293 GLP-1R CRE-luciferase, luminescence, 4-6 h; cells express a hypersensitive GLP-1R form; AID 624172, 2012; Glucagon-like peptide 1 receptor (Homo sapiens), P43220; Potency, µM (highest dose often 45.6 µM), without a hit: top-dose activation, most hits filed as activators; further: potency means the concentration at half of the fitted maximal effect; % of control where 0% means no effect
# GLP1R cytotox: qHTS of GLP-1 Receptor Inverse Agonists: Cytotox Screen. HEK293 cAMP-luciferase reporter cells, luminescence, 24 h. Potency, µM (doses to about 38.3 µM), for the others: at the highest dose activity change, negative = inhibition, most hits filed as inhibitors. 410,000 compounds, 0.13% hits. AID 624418, 2012;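 further: loss of luciferase light is scored as toxicity; potency means the concentration at half of the fitted maximal effect; on the % scale 0 is the no-effect control and ±100 the full control effect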
#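 Seeding density was 200 cells/uL; after overnight-length (12 h) culture, 23 nL compounds went on for 24 h at 37 °C. Readout used a luciferase detection reagent, luminescence taken after 12 min at room temperature.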
# DRD3 agonist: qHTS of D3 Dopamine Receptor Agonist: qHTS | 410,000 compounds, 0.58% hits | AID 652048, 2013 | D3R DiscoveRx beta-arrestin cells, luminescence, 90 min | D(3) dopamine receptor (Homo sapiens), P35462 | max activation, %; in the data active means max activation above about 30%; further: 0% is about no effect; mostly tested at two doses, the higher about 12 µM
# Target sequence (P35462 whole entry, looked up): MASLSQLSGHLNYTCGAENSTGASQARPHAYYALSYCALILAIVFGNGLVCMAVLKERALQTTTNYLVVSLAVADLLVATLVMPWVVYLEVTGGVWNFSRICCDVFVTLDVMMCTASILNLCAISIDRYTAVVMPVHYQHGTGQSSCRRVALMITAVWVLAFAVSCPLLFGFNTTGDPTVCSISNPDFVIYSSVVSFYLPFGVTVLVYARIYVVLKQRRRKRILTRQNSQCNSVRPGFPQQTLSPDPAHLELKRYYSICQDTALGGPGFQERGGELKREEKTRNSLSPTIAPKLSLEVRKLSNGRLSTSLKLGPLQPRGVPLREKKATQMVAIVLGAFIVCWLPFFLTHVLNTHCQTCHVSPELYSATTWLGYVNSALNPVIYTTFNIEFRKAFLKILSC
#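 Cells at 1500/well, incubated overnight, then treated with pinned compounds (dopamine as control) for 90 min at 37 degrees C. DiscoveRx reagent added for 30 - 60 minutes at room temperature; luminescence read.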
# D3 antag: qHTS of D3 Dopamine Receptor Antagonist: qHTS. 360,000 compounds, 2.5% hits. D3R cells, DiscoveRx beta-arrestin luminescence, antagonist mode; stronger effect = lower value. max response, negative = inhibition, %; in the data active means max response below about -50%; inconclusive means no clear call, values can overlap the other calls; further: on the % scale 0 is the no-effect control and ±100 the full control effect; mostly tested at two doses, the higher about 12 µM
#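 Cells plated overnight at 1500 cells/well, then exposed to library compounds with dopamine controls for 90 minutes at 37 degrees C. DiscoveRx reagent added for 30–60 minutes at room temperature; luminescence read, quantitative HTS format.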
# An asterisk follows results filed as active; i = inactive; ? = inconclusive; . = not tested or not shown; [ ] = remark or other dose. Unless noted, the call rests on the fitted dose curve; in most records, active means well fitted curve in the direction sought with a large enough effect; inconclusive means small, poorly fitted or top-dose-only effect, or another doubt; inactive means no such curve, though single readings can be large; an effect the other way counts as inactive or inconclusive. A portion of the library, so the mix of outcomes need not match the whole.
SMILES,GLP-1R inv ag,TDP-43 yeast inh,aSyn yeast inh,PTHR1 ag,KB-V1 cytotox,GLP1R ag,GLP1R cytotox,DRD3 agonist,D3 antag
CC(C)CC(=O)Nc1ccccc1OCc1cc(=O)n2ccccc2n1,-15.8%,23.5%,.,-7.8%,.,.,-9.4%,0.1,.
COc1ccc(NC(=O)COC(=O)c2cc(S(=O)(=O)N3CCCC3)ccc2O)cc1,12.1%,10.6%,3.0%,-24.9%,2.0%,4.5%,6.5%,-2.0,5.9
O=c1[nH]c(=O)n(Cc2ccco2)c2c1C(C(F)(F)F)(C(F)(F)F)N=C(Cc1ccccc1)N2,0.0%,15.0%,-0.5%,-30.4%[inhibitor],?,22.5%,-1.5%,10.2,29.4
CC1=C(C(=O)OCCOc2ccccc2)C(c2ccsc2)NC(=O)N1C (stereo not given),0.4%,-5.5%[0.397 µM],18.4%,-20.1%,?,?,-1.5%,1.9,-7.7
CCOc1ccc(S(=O)(=O)N2CCN(C)CC2)c(C)c1C,-23.3%,16.1%,0.2%,-5.4%,?,14.7%,64.5%[activator],-2.3,-12.4
COc1ccc(OC)c(NC(=O)c2c(NCc3sccc3C)sc3c2CCCCC3)c1,-4.1%,3.0%,.,-1.6%,26.6%,.,-7.7%,1.5,.
Cc1cccc(S(=O)(=O)Nc2ccc(C)c3c2OC(C)(C)C3)c1,?,26.5%,11.9%,-28.2%,-19.1%,5.1%,-7.7%,4.6,-2.2
O=C(NCCOc1ccccc1)c1cccc(S(=O)(=O)N2CCN(Cc3ccccc3)CC2)c1,?,14.2%,5.5%,-28.5%,?,22.9%,-6.4%,18.0,-9.7
COc1ccc(Cl)cc1NC(=O)CCNS(=O)(=O)c1cccc2nonc12,-26.9%,-10.5%,-0.8%,i,?,10.2%,0.5%,-12.9,-19.7
O=C(COC(=O)CCSc1ccc(Cl)cc1)Nc1ccc(F)cc1,-2.8%,?,2.4%,-18.6%,3.4%,-4.3%,-4.3%,4.1,1.9
Cc1ccc(NS(=O)(=O)c2cc(C(=O)N3CCc4ccccc4C3)ccc2Cl)cc1,?,-6.7%,?,-3.5%[57.5 µM],16.4µM*,6.5%,-26.2%,-1.3,11.8
CC1Sc2ccc(C#N)cc2N(Cc2cccc(C(F)(F)F)c2)C1=O (stereo not given),-1.1%,15.7%,-1.4%,-27.7%,0.9%,4.5%,0.7%,-0.8,-51.0*
O=C(CCn1cccc1)Nc1ccccc1F,8.5%,-13.7%,-3.4%,i,23.9%,3.5%,-0.9%,0.5,1.5
O=C(CNS(=O)(=O)c1c(F)cc(F)cc1Br)OCC(=O)N1CCCC1=O,-7.5%,-13.5%,-5.2%,5.2%,23.0%,6.9%,0.4%,-9.9,18.1
O=C(COc1ccc([N+](=O)[O-])cc1)NNC(=S)NC(=O)c1ccc(Br)cc1,31.4%,18.0%,?,1.8%,-24.2%,-1.8%,-0.7%,2.3,0.1
COc1ccccc1NC(=O)CN1CCN(CC(=O)Nc2cc(C)ccc2OC)CC1,6.3%,-8.2%,0.7%,i,7.8%,0.3%,0.0%,0.6,-4.7
Clc1ccc(CN(Cc2ccc(Cl)cc2)c2nn[nH]n2)cc1,?,-51.4%[inhibitor],-17.3%,-10.3%,-5.0%,-0.8%,2.3%,2.7,3.7
CCCCOc1cccc(C(=O)NC(=S)Nc2ccc(Cl)c(C(=O)O)c2)c1,12.9%,15.4%,-1.8%,-56.1%[inhibitor],-2.5%,0.5%,-11.3%,-1.5,-19.0
CC(C)(C)c1cc(CCC(=O)NNC(=S)NC(=O)c2ccccc2)cc(C(C)(C)C)c1O,?,?,-28.7%,-32.5%[inhibitor],?,-5.1%,-26.9%,-20.3,-78.5*
CN(Cc1cnn(C)c1)C(=O)C1CCC(=O)N(C2CCCCCC2)C1 (stereo not given),8.8%,-8.9%,0.6%,i,.,2.8%,3.4%,1.6,-13.1
O=c1cc(CSc2n[nH]c(-c3ccncc3)n2)nc2sccn12,7.5%,-10.6%,5.6%,-2.8%,0.0%,7.6%,-0.8%,12.2,7.8
O=C(CSc1nc2c([nH]c3ccccc32)c(=O)n1-c1ccc(F)cc1)NCc1ccccc1,6.1%,15.3%,-6.0%,-20.5%,13.2%,-5.1%,8.7%,2.3,.
CCOC(=O)Cc1c(C)nc2c(-c3ccc(Cl)cc3)cnn2c1C,-20.9%,23.3%,16.8%,i,-2.3%,14.7%,1.2%,12.3,2.7
CC1=CCC(C(=O)O)C(C(=O)Nc2ccc(-c3nc4ccc(C)cc4s3)cc2)C1 (stereo not given),?,-0.3%,3.4%,-19.3%,?,17.0%,-9.5%,2.3,43.1
Cc1cccc(CN2CCN(CC(=O)NCc3ccc(F)cc3)C2=O)c1,-14.2%,0.0%,9.8%,i,-4.2%,-4.7%,-13.1%,-2.5,-22.9
Cc1cc(Cl)ccc1NC(=O)CS(=O)(=O)c1cccc2nsnc12,-25.1%,26.7%,?,-0.4%,?,-4.4%,2.5%,-12.4,.
NS(=O)(=O)c1ccc(NC(=S)N2CCc3ccccc32)cc1,?,14.5%,9.9%,-12.6%,18.9%,-5.6%,-1.7%,1.7,-14.1
O=C(CSC1=NCCS1)N1CCCC1,14.9%,20.7%,3.2%,9.2%[57.5 µM],-5.3%,-14.5%,-1.7%,-1.0,-8.2
Cc1ccc(-n2c(C)cc(C(=O)Cn3nc(C(=O)O)c4ccccc4c3=O)c2C)cc1,?,-12.3%,-10.9%,i,?,14.8%,-0.4%,3.2,2.9
CCc1nnc(NS(=O)(=O)c2ccc(NC(=S)NC(=O)/C=C/c3ccccc3)cc2)s1,18.5%,-8.1%,-3.4%,-28.0%,?,0.0%,13.8%,-7.9,-67.9*
CCS(=O)(=O)N1CCC(C(=O)NCc2ccco2)CC1,0.0%,-10.1%,1.3%,-0.3%[57.5 µM],0.0%,-7.8%,1.0%,2.1,6.6
CC(=O)NCCNC(=O)c1ccc(-n2c(C)ccc2C)cc1,94.0%[activator],.,0.7%,i,-7.0%,-1.1%,-7.7%,-6.5,-19.9
O=C(Cn1nc(C(F)(F)F)c2c1CCCCC2)N1CCOCC1,-21.7%,5.3%,4.0%,i,4.1%,-10.8%,-32.8%,4.4,-0.9
COC(=O)c1cccc(NC(=O)CSc2nc3cccnc3n2C)c1,43.0%[activator],22.2%,-8.0%,-29.2%,18.4µM*,2.6%,-11.4%,5.3,24.0
COc1ccccc1C(=O)N/N=C(\C)CC(=O)Nc1ccc2c(c1)OCCO2,3.4%,-8.9%,18.6%,-73.1%[inhibitor],-7.7%,11.0%,-13.3%,-11.5,6.4
Cc1ccc(N(CC(=O)N2CCCCCC2)S(C)(=O)=O)cc1,4.4%,12.2%,5.1%,-19.8%,-14.6%,5.0%,-8.0%,2.2,9.3
COc1c(Cl)c(=O)oc2ccc(Cl)cc12,25.4%,7.3%,-3.3%,i,14.3%,-4.2%,2.6%,-6.4,11.7
COc1cc(O)c(C(CC(=O)N2CCCC(C)C2)c2cc(OC)c(OC)c(OC)c2)c(OC)c1 (stereo not given),5.8%,16.0%,1.8%,-5.0%,-16.8%,-3.0%,6.2%,0.5,11.6
COc1ccc(N(C(=O)c2snc(C(N)=O)c2N)C(C(=O)NC2CCCC2)c2cc(OC)ccc2OC)cc1 (stereo not given),-21.8%,-7.8%,-0.3%,-2.3%,?,8.3%,3.5%,-17.8,0.0
O=C(NC1CCCC1)C(c1ccccc1)N(Cc1ccc2c(c1)OCO2)C(=O)Cc1cccs1 (stereo not given),10µM*,19.1%,-9.0%,i,-22.0%,-3.8%,-9.0%,0.8,-4.8
CC(CNC(=O)C1CCN(C(=O)c2cc3sccc3n2C)CC1)c1ccccc1 (stereo not given),-15.4%,?,.,-62.4%[inhibitor],3.8%,.,-12.6%,5.7,.
Cc1ccccc1C(=O)OC1CCCN(C)C1 (stereo not given),-18.5%,9.0%,-6.6%,i,-4.3%,6.9%,-12.3%,-11.9,8.3
COC(=O)C(C)Sc1nnc(-c2ccncc2)o1 (stereo not given),0.0%,24.0%,-2.2%,i,7.5%,4.9%,-0.7%,2.5,5.7
CCN(C(=O)COC(=O)CNC(=O)c1sc2ccccc2c1Cl)C1CCCCC1,-22.8%,-16.1%,2.0%,-5.1%,4.1%,-1.4%,12.2%,-27.0,-17.4

# Screening data as filed in PubChem BioAssay.
